Mot1-301 SUMO: SUMOylation pathway inhibition by Mot1-301 growth rescue; S. cerevisiae Mot1-301 growth rescue, ATP luminescence, 38.5C; percent above DMSO median, 100 means doubled; growth rescue, % at 18.8 µM; 1% of 320,000 active; AID 2716;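 active = every valid replicate shows activation above 250% relative to neutral control wells; inactive = the rest, any valid replicate at or below 250%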;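 note: OY570 slx delta 5 strain wells were the positive control but not used for scaling; some compounds called inactive have numbers as strong as hits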
dFosB activator: activators of mouse delta FosB homodimer; P13346; 0.99% of 340,000 active; purified delta FosB, TAMRA-CDK5 oligo fluorescence polarization; percent of positive-control signal above neutral wells; activation, % at 25 µM; AID 493131;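 active = mean activation above about 17%, with every replicate also reaching it, limit read from the data, passing the limit was not always enough; inconclusive = only one of the two conditions met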;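 note: fluorescence polarization rise as delta FosB binds a TAMRA Cdk5 AP-1 oligo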
NSD2 HMT inh: NSD2 (human) methyltransferase inhibition | O96028 | NSD2 peptide methylation, AlphaScreen, 120 min | inhibition, % at 12.5 µM | 0.54% of 310,000 active | AID 743445; in the data active = inhibition above about 50%
Keap1 Nrf2 FP: disrupts human Keap1 binding to Nrf2 peptide. Q14145. Keap1 Kelch-Nrf2 peptide fluorescence polarization, 1536-well. inhibition, % at 9.4 µM. 0.15% of 340,000 active. AID 504523; in the data active = inhibition above about 12%; inconclusive = no clear call, values can overlap the other calls; inactive = below about 7.3%;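 note: human Keap1 Kelch domain with fluorescein labeled Nrf2 9mer peptide probe; 0% = neutral control wells and 100% = peptide positive control; higher means more block of Keap1 binding to Nrf2 peptide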
C-LANA FP: inhibitors of KSHV LANA C-terminal domain DNA binding; 0.078% of 340,000 active; MBP-C-LANA/FAM-LBS DNA binding, fluorescence polarization; inhibition, % at 9 µM;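 active = highest replicate inhibition at or above 60% at 9 µM, even if other replicates fall short; inactive = all replicates below 60% inhibition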;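 note: 0% = neutral control wells and 100% = 4 µM acridine orange control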
Cardiac RTF inh: cardiac RTF calcium desensitization; AID 493244; IANBD-labeled cardiac RTF, Ca2+ fluorescence; P19429+P45379; 0.12% of 340,000 active; inhibition, % at 7.15 µM;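 active = inhibition above the mean inhibition of all tested compounds plus 3 SD, cut at about 17% in these data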;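 note: assay run at fixed EC70 calcium of 1.6 mM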
PvdQ inh: blocks Pseudomonas aeruginosa PvdQ acylase activity | 0.063% of 340,000 active | inhibition, % at 10 µM | AID 488965 | purified PvdQ acylase, fluorescence plate reader; in the data active = inhibition above about 30%, passing the limit was not always enough; inconclusive = no clear call, values can overlap the other calls;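 note: 0% = vehicle neutral wells and 100% = reference inhibitor wells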
CDK5 p35 inh: inhibitors of human CDK5/p35 kinase; inhibition, % at 10 µM; Q00535+Q15078; Recombinant CDK5/p35, ADP-Glo luminescence, 60 min; AID 488839; 0.01% of 330,000 active;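 active = highest replicate inhibition of at least 50% and at least 75% of replicates reaching 50%; inconclusive = only one of the two criteria met; inactive = both criteria failed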;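 note: plate controls were DMSO neutral control for no effect and GW8510 at 10 µM for full effect; many of its hits are not listed in these tables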
Target sequence (Q00535 whole entry, looked up): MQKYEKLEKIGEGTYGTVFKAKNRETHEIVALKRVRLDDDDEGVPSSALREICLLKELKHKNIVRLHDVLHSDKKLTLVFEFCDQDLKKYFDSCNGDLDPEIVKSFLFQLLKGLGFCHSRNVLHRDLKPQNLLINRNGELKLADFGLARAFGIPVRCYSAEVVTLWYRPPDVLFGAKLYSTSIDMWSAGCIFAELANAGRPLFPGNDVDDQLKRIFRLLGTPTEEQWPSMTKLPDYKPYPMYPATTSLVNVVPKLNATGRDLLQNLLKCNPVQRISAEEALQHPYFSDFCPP
Target sequence (Q15078 whole entry, looked up): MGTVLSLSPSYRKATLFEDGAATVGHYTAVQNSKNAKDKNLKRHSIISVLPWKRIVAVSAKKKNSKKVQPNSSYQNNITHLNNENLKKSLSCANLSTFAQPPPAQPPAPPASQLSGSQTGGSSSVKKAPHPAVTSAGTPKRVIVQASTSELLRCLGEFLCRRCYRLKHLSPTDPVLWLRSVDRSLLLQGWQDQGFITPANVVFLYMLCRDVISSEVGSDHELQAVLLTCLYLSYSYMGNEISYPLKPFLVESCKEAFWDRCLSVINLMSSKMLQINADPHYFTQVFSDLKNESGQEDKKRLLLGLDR
PfHsp90 yeast 2: reduces growth (ATP signal) of yeast expressing P. falciparum Hsp90; S. cerevisiae expressing PfHsp90, BacTiter-Glo ATP, 48 h; yeast lacking PDR1 and PDR3 efflux regulators; inhibition, % at 9.4 µM; AID 504621; 0.32% of 310,000 active;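 active = every replicate shows inhibition above about 80%, whatever the replicate mean, limit read from the data; inconclusive = mean inhibition reaches the set limit but some replicate falls short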;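 note: 0% = DMSO neutral controls and 100% = 20 µM radicicol positive controls; yeast relying on Plasmodium falciparum Hsp90 in place of its own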
cardiac RTF act: increases calcium sensitivity of human cardiac regulated thin filaments. 0.24% of 340,000 active. IANBD-labeled TnC RTF fluorescence at EC20 calcium; 0% EC20 calcium, 100% full calcium. P19429+P45379. activation, % at 7.2 µM;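 active = activation above the mean over all tested compounds plus 3 SD, cut at about 30% in these data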;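 note: rise in fluorescence read as greater calcium sensitivity of cardiac thin filaments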
Rtt109 Vps75: C. albicans Rtt109 histone acetyltransferase inhibition. 0.16% of 330,000 active. AID 540336. inhibition, % at 34.9 µM. purified Rtt109/Vps75, ThioGlo CoA-SH fluorescence, 4 h. Q5AAJ8;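 active = inhibition of at least 50% in every replicate; inconclusive = best replicate reaches 50% inhibition but some replicates fall short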
Target sequence (Q5AAJ8 whole entry, looked up): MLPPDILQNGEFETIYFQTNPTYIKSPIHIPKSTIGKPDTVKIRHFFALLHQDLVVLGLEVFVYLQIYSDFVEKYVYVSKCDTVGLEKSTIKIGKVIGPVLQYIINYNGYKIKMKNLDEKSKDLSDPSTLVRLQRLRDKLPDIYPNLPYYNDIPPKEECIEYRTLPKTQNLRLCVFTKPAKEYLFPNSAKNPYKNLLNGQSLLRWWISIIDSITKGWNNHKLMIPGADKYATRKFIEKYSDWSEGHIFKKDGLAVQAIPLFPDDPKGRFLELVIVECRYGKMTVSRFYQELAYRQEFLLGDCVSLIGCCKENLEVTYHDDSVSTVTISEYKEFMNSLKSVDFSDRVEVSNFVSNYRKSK
* marks the source's active call; other numbers are inactive results; ? = inconclusive; / = no result given.

Compound	Mot1-301 SUMO	dFosB activator	NSD2 HMT inh	Keap1 Nrf2 FP	C-LANA FP	Cardiac RTF inh	PvdQ inh	CDK5 p35 inh	PfHsp90 yeast 2	cardiac RTF act	Rtt109 Vps75
O=C(CNCc1ccccc1Cl)Nc1ccccc1N1CCCCC1	76.9	-7.2	-6.0	-5.6	-1.9	3.8	1.3	-1.3	-18.7	2.2	12.3
COc1ccc(N(Cc2ccccc2)S(=O)(=O)c2cccc(C(=O)NC3=NCCS3)c2)cc1	-9.8	11.9	-0.4	6.5	-1.2	-3.0	-7.7	-1.2	12.7	-0.2	8.1
O=C(Nc1cccc(Cl)c1)NC1CC2CCC(C1)N2Cc1ccco1 (centres undefined)	-6.2	-17.6	1.9	-2.2	-1.0	-5.2	-6.5	2.7	-13.9	-1.1	2.8
Cc1c(C(=O)NCCSCc2ccccc2)cccc1[N+](=O)[O-]	-16.2	-3.8	3.3	-1.3	0.6	-0.9	-10.6	-0.8	-52.4	5.7	-1.2
COc1ccc(OCCNC(=O)/C=C/c2ccccc2)cc1	415.9	3.5	-0.9	1.8	3.5	-7.7	12.3	2.2	2.2	4.2	13.0
CC1CCCC(NC(=O)CC2Nc3ccccc3NC2=O)C1C (centres undefined)	-6.5	-2.9	-2.0	-10.6	-1.8	3.2	-13.1	-0.1	-2.9	0.5	14.6
COc1ccc(NC(=S)NC(=O)c2ccccc2Cl)cc1	-1.5	1.5	-2.0	-7.5	1.6	5.0	-12.0	-2.6	/	-2.3	-3.5
N#Cc1c(-c2ccccc2)nc(SCc2ccc([N+](=O)[O-])cc2)[nH]c1=O	10.6	3.3	0.6	-1.1	0.1	-4.7	-1.4	-2.3	-5.6	2.7	4.4
COC(=O)[C@@H]1CCCN1C(=O)CCc1nnc(CCC2CCCCC2)o1	-12.4	-5.9	-2.1	-4.5	2.0	6.2	-8.7	-2.1	18.1	3.2	/
C/C(=N\NC(=O)Cc1cc(=O)[nH][nH]1)c1cccc([N+](=O)[O-])c1	-17.9	-6.4	-1.4	-3.8	0.7	-5.4	-12.1	0.8	11.4	4.1	/
Cc1ccc(C(=O)NCC(=O)OCCCOC(=O)CNC(=O)c2ccc(C)cc2)cc1	0.0	-1.6	-1.7	3.5	2.8	1.6	3.4	-1.3	12.9	0.7	-12.0
O=C(Cn1nc(C(=O)O)c2ccccc2c1=O)Nc1cccc(S(=O)(=O)N2CCOCC2)c1	-8.0	-18.6	4.6	-5.5	0.1	-18.3	-15.0	-1.9	-33.7	9.8	-6.7
CCOCCCN(C)C1CCN(C(=O)c2oc3ccccc3c2NC(=O)Cc2ccc(F)cc2)CC1	-12.2	-7.0	1.0	-1.4	-0.5	-1.2	10.1	0.0	-1.7	-4.8	4.6
CCC(=O)N1CCc2cc(OC)c(OC)cc2C1COc1ccc(C(=O)OC)cc1 (centres undefined)	7.8	-4.8	2.4	-0.4	2.9	3.0	-11.1	0.9	-39.3	4.7	9.7
O=C(Nc1nc2ccc(F)cc2s1)C1CCCO1 (centres undefined)	-5.5	-2.7	-0.7	-1.6	0.1	-4.2	9.5	7.6	-22.7	1.5	11.2
Cc1ccc(C(=O)CSC2=NC(N)=C(C#N)C3(CCCCC3)C2C(N)=O)cc1 (centres undefined)	-10.0	-3.5	4.6	-1.2	3.1	-1.4	-15.3	-1.4	12.9	1.2	?
Cc1cccc(NS(=O)(=O)c2ccc(C)c(C(=O)NCc3ccccn3)c2)c1	/	-7.2	2.0	-0.9	-1.3	-7.3	-7.8	-0.2	-17.5	-3.2	-21.8
O=C1CC(C(F)(F)C(F)(F)C(F)(F)C(F)(F)F)=Nc2ccccc2N1	10.1	-7.5	/	-1.6	1.4	1.1	-14.7	-4.0	-31.1	1.2	-5.6
Cc1oncc1-c1csc(-c2ccccc2Cl)n1	2.1	-13.8	-4.0	-4.4	-1.3	1.6	3.0	-5.4	-6.7	-5.1	1.4
CC(CN1CCN(C)CC1)OC(=O)c1ccc(Cl)cc1 (centres undefined)	15.5	-5.9	0.8	-0.4	-0.6	0.0	-8.7	1.3	-11.0	2.4	-1.4
C/C(=N\NC(=O)CN(c1ccccc1Br)S(C)(=O)=O)c1ccc2c(c1)OCCO2	-0.9	-8.9	3.8	1.5	3.2	-3.9	-3.4	-1.7	0.6	-3.7	7.5
CNC(=O)COC(=O)c1c2c(nc3ccccc13)CCC2	-6.6	-16.2	/	3.2	0.5	-5.6	5.6	-0.7	-4.5	-0.2	12.1
O=c1[nH]c(=S)n(C2CCCCC2)c(O)c1C=NCCN1CCOCC1	5.6	-10.6	-0.2	3.4	-0.3	-1.1	12.3	2.5	-5.8	2.0	5.1
Cc1nc2c3cnn(-c4ccc(C)c(C)c4)c3ncn2n1	6.7	-13.9	3.0	1.7	-1.1	-19.2	18.8	1.0	-16.4	-2.8	28.5
CC(C)C(NC(=O)C(c1ccccc1)c1ccccc1)c1nc2ccccc2[nH]1 (centres undefined)	-3.7	0.3	7.0	-3.9	-1.5	-8.0	-12.5	-1.2	13.9	7.6	-0.5
Cc1ccc(S(=O)(=O)Nc2cc(C)cn(Cc3ccc(F)cc3)c2=O)cc1	240.9	0.6	2.7	-10.5	1.4	-1.5	-11.2	-1.9	-35.9	3.4	-9.6
COC(=O)c1ccc2c(c1C(=O)OC)CN(S(=O)(=O)C(C)(C)C)[C@H]2CCO	/	-6.2	/	-7.6	0.9	0.3	-13.2	0.9	-18.3	0.8	-6.6
COCC[N+]1(C)CCCCC1	8.0	-2.8	-2.8	2.3	-1.6	3.4	-3.2	0.2	-22.7	1.1	1.1
Cc1ccccc1CN(C)C(C)C(=O)Nc1ccccc1F (centres undefined)	-9.8	-5.4	-3.7	5.4	1.0	-5.2	-6.5	0.2	-10.3	0.7	4.4
O=C(NCCCN1CCOCC1)c1ccccc1NS(=O)(=O)c1cc([N+](=O)[O-])ccc1Cl	-14.1	0.4	-1.0	-6.8	1.5	-10.6	-11.7	0.2	13.3	-2.8	/
O=C1CCC/C=C\C[C@@H](CC(=O)N(CCO)Cc2ccccc2)C(=O)NCCO1	-6.7	-0.4	/	-6.6	1.2	3.0	2.4	-0.4	-0.8	1.1	6.3
CCOC(=O)C1CN(Cc2ccccc2)C(=O)C1=O (centres undefined)	/	6.0	2.1	4.1	-1.7	-0.9	17.8	-0.8	1.9	5.7	-6.3
Cc1[nH]cnc1C(=O)N/N=C/c1c(Cl)cccc1Cl	-35.7	-4.9	-2.0	0.9	-0.8	0.0	-5.3	25.6	17.6	-2.2	0.4
O=C(/C=C/c1ccc(Cl)cc1)N(Cc1ccccc1)C1CCS(=O)(=O)C1 (centres undefined)	-3.6	-17.0	-0.2	-1.9	-0.9	-0.7	-3.5	-0.9	2.1	-2.8	20.4
CC1CN(Cc2cn(C)nc2-c2ccc(Oc3ccccc3)cc2)CCN1C (centres undefined)	2.5	-6.3	2.9	1.7	-0.5	1.6	0.9	-0.9	1.4	5.6	13.9
O=C(Nc1ccccc1)c1sccc1Oc1ccc([N+](=O)[O-])cc1F	5.4	-0.5	3.0	-7.7	0.1	-5.5	-19.1	-4.9	-35.0	5.7	-15.6
Cc1cccn2c(=O)c(C=O)c(N3CCCCCC3)nc12	-27.8	-0.8	3.4	-3.6	0.7	-3.8	?	-1.5	-1.2	-4.7	1.0
CCc1nc2ccccc2c(C(=O)OCC(=O)NC2CC2)c1C	-1.4	-3.8	-1.2	4.8	-2.0	-7.0	-13.5	-0.4	-9.5	-0.3	-11.1
Cn1c(N)cc(-c2ccc(F)cc2)c(C#N)c1=O	-5.1	-10.2	1.4	-5.3	-0.5	-15.3	-5.2	-0.9	-20.4	1.8	0.2
CCOC(=O)c1sc2nc(C)nc(NCc3ccccc3)c2c1C	-3.0	-14.1	-1.2	1.2	1.9	4.8	-6.3	0.5	-21.6	-2.4	/
CN(C)c1ccc(N=C/C=C2\N(C)c3ccccc3C2(C)C)cc1	-16.8	2.3	45.6	-24.7	-8.7	-1.6	-16.7	-2.1	70.3	-1.5	23.7
Nc1cc(Cl)cc2c1-c1ccc(Cl)cc1C2	/	0.1	0.7	-3.1	-0.8	4.5	-1.6	-0.5	7.8	1.9	1.4
OCC1(CCOc2ccccc2)CCN(Cc2ccc3c(c2)OCCO3)CC1	128.2	-21.6	0.1	0.5	-0.6	-12.7	-14.4	1.2	-7.3	3.6	-10.5
COc1cccc(C(=O)NCCNC(=O)c2ccc(C)nc2)c1	-11.7	3.1	/	-6.4	1.0	7.5	-13.8	1.2	18.9	-3.7	-6.5
COc1ccc(C(=O)CNC2=NCCC2)cc1	-7.4	-1.1	3.5	-0.4	-2.1	-17.6	-0.3	-0.8	4.2	1.6	3.6
CCOC(=O)C1C(=O)C=C(N2CCOCC2)CC1c1cccc(OC)c1 (centres undefined)	3.8	-3.6	-2.1	-0.2	0.3	3.1	-1.8	0.3	14.9	-0.2	22.3
Cc1cccc(N2C(S)=C(C#N)C(=O)NC2c2ccco2)c1 (centres undefined)	-6.6	-6.6	-5.5	-2.8	-1.6	0.1	2.6	-0.5	7.3	2.8	7.6
Cc1ccc(NC(=O)C(C)OC(=O)COc2cccc(C(F)(F)F)c2)cc1S(=O)(=O)N1CCOCC1 (centres undefined)	/	-11.2	-0.4	-1.4	-0.4	-6.3	4.1	-0.3	/	-0.2	10.1
COc1ccc(CN2CCN(CC3CC3)CC2CCO)cc1C (centres undefined)	-1.1	-3.0	2.6	-2.5	0.9	-5.5	0.7	-5.4	8.2	-1.5	-1.2
Fc1cccc(Cl)c1Cn1nnc2c(NCc3ccccn3)ncnc21	162.9	-13.1	-3.4	-4.5	-0.6	-2.5	-6.5	-0.6	-5.1	-2.7	-0.6
COc1ccccc1NC(=O)c1ccc(NC(=O)C2CC2)cc1	/	-0.3	-1.9	-1.6	-0.7	-2.1	12.2	1.2	-12.8	-1.5	3.7
CC1CCC(N(CCCN)Cc2ccco2)CC1C (centres undefined)	-14.3	5.1	5.2	-4.7	1.2	3.9	-2.2	-0.2	18.1	-4.8	-2.8
CC(C)c1nnc(N2C(=O)C(O)=C(C(=O)c3cccs3)C2c2ccccc2)s1 (centres undefined)	/	0.5	-2.7	20.1*	34.9	-45.6	-6.3	-0.5	17.2	24.9	3.8
CCCC(=O)Nc1sc(C(=O)OC)c(C)c1C(N)=O	-3.0	1.8	/	-1.3	-0.4	-3.5	-8.6	-0.6	-3.7	0.6	/

Source: PubChem
